M1 ag – agonists of human M1 muscarinic receptor | P11229 | CHO-K1 hM1, Fluo-8 calcium fluorescence, agonist mode; 0% DMSO, 100% acetylcholine EC100 | activation, % at 3 µM | actives 0.33% (n = 360,000) | AID 588814;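 active = activation above the run's mean compound activation plus 3 SD, cut at about 16% in these data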;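 also: peak over basal fluorescence ratio within a 140 s kinetic read after compound addition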
M4 ag – agonists of human muscarinic M4 receptor (CHRM4); P08173; CHO-K1 hM4/Gqi5, Fluo-8 calcium fluorescence; vehicle 0%, full acetylcholine response 100%; activation, % at 3 µM; actives 0.14% (n = 360,000); AID 624127;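 active = activation above the run mean over all test wells plus 3 SD, cut at about 32% in these data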;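 also: peak over basal fluorescence ratio per well then scaled between controls; 0% = DMSO wells and 100% = acetylcholine at EC100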
Target sequence (P08173 whole entry, looked up): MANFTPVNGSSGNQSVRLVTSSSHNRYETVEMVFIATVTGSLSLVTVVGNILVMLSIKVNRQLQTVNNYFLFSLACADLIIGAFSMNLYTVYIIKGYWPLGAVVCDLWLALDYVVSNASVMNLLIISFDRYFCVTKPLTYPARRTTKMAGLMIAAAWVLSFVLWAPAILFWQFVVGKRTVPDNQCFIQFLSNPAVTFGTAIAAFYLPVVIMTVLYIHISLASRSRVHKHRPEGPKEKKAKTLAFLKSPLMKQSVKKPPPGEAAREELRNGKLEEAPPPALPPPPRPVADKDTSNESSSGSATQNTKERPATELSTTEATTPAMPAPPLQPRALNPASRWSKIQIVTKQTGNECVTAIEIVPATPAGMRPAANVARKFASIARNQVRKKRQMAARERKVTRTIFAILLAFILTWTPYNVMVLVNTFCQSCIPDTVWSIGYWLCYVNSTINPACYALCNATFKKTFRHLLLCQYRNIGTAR
CHRM1 antagonist – antagonists of human M1 muscarinic receptor. P11229. CHO-K1 hM1, Fluo-8 calcium fluorescence, ACh EC80 antagonist. inhibition, % at 3 µM. actives 1.3% (n = 360,000);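 active = percent inhibition above its own plate's cutoff, namely the mean of that plate's compound wells plus 3 SD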;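 also: peak over basal fluorescence ratio during 140 s after agonist addition; 0% = ACh EC80 plus DMSO and 100% = DMSO alone without agonist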
M4 antag – antagonists of human muscarinic M4 receptor (CHRM4); P08173; CHO-hM4 cells, ACh EC80, Fluo-8 calcium fluorescence; inhibition, % at 3 µM; actives 0.73% (n = 360,000); AID 624125;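 active = inhibition above its plate's cutoff, the mean inhibition of sample wells plus 3 SD, cut at about 27% in these data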;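 also: 0% = acetylcholine EC80 with DMSO and 100% = DMSO without agonist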
CHO-K1 Ca antag – nonselective inhibitor or artifact in parental CHO-K1 cells. actives 0.6% (n = 360,000). inhibition, % at 3 µM. ATP-induced calcium, Fluo-8 fluorescence. AID 602250;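 active = inhibition above a per-plate cutoff, the plate's mean sample inhibition plus 3 SD, cut at about 24% in these data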;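 also: 0% = DMSO plus EC80 ATP and 100% = DMSO alone without ATP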
M1 ag parental – nonselective activator or artifact in parental CHO-K1 cells; Fluo-8 calcium fluorescence; scaled to maximal ATP response, vehicle zero; activation, % at 3 µM; actives 0.48% (n = 360,000); AID 602248; in the data active = activation above about 15%;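 also: untransfected CHO-K1 host cells lacking M1 receptor as counterscreen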
CHO parental Ca – counter-screen for OX1R antagonists: effect in parental CHO cells; parental CHO-K1, ATP-induced calcium, Fluo-8 fluorescence; inhibition, % at 5.6 µM; actives 0.63% (n = 330,000); AID 463079;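 active = inhibition above that plate's mean sample inhibition plus 3 SD, cut at about 26% in these data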;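 also: 0% = ATP-challenged DMSO wells and 100% = DMSO wells without ATP; some compounds past the cut are filed as inactive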
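Material: Parental CHO cells | Reagent: ATP | Compound dosing: Single nominal dose of 5.6 µM per compound | Detection: Intracellular calcium via Fluo-8 no-wash fluorescent dye | Read-out: % inhibition of ATP-induced calcium mobilization | Benchmarks: Low control ATP plus DMSO, high control DMSO only | Replicates: Singlicate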
OXTR potentiate – potentiates the human oxytocin receptor response; P30559; CHO-OTR cells, Fluo-8 calcium fluorescence, potentiator mode; 0% = oxytocin EC15, 100% = EC100; activation, % at 3 µM; actives 0.061% (n = 320,000);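 active = activation above that plate's cutoff, the mean activation of tested compounds plus 3 SD, cut at about 6.6% in these data, passing the limit was not always enough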;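 also: 100% uses oxytocin at 75 nM as the full agonist control; some results filed as inactive read as strong as hits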
Target sequence (P30559 whole entry, looked up): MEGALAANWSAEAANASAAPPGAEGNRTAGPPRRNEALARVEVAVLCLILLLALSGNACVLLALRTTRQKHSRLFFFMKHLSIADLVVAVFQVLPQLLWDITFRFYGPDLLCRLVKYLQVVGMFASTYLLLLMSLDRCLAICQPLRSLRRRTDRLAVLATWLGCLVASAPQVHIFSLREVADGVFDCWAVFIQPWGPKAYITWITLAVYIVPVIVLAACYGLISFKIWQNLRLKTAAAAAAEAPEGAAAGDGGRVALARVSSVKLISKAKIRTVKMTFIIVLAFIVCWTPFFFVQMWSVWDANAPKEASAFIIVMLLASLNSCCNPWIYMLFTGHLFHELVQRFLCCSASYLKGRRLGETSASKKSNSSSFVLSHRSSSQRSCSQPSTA
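Material: human OTR in CHO cells. Compound: 3.0 µM, one dose. Timing: compound 6 min at room temperature before oxytocin, 100 s read. Evaluation: % activation of max/min ratio relative to oxytocin controls. Replication: single well per compound, singlicate. Signal: Fluo-8 calcium dye fluorescence.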
M1 PAM – positive allosteric modulators of human M1 muscarinic receptor. P11229. CHO-K1 hM1, Fluo-8 calcium fluorescence, ACh EC20; 0% = ACh EC20, 100% = maximal ACh. activation, % at 3 µM. actives 0.088% (n = 360,000); in the data active = activation above about 19%, passing the limit was not always enough
Starred values were filed as active, the others as inactive; / = no result given; & = joins results of further samples.

SMILES	M1 ag	M4 ag	CHRM1 antagonist	M4 antag	CHO-K1 Ca antag	M1 ag parental	CHO parental Ca	OXTR potentiate	M1 PAM
COc1ccccc1NC(=O)CCC(=O)OCc1cccc([N+](=O)[O-])c1	-13	2	-3	7	-2	-0.1	-8	-5	6
CC1(c2nnnn2-c2ccc3c(c2)OCCO3)CCC(=O)N1CCc1c[nH]c2ccccc12 (stereo not given)	/	4	/	11	-16	3.8	/	/	/
N#CCCn1c(Cl)nc2ccccc21	-3	3	-4	-27	-22	0.5	-17	-4	5
Cn1cnc([N+](=O)[O-])c1Sc1nc2ccccc2[nH]1	-7	0	-10	5	10	0.0	-12	-5	7
CCOc1ccc2[nH]c(C)c(CN3CCCCC3)c(=O)c2c1	-3	0	-9	-9	-1	0.1	-10	-1	5
Cc1cc(C)nc(NC2=N[C@@H]3CCCC[C@H]3N2C(=O)Nc2cc(Cl)cc(Cl)c2)n1	1	0	-25	4	-5	0.4	/	/	15
Cc1cccc(C)c1NC(=O)COC(=O)c1ccc2c(c1)OCO2	-8	0	-11	-16	-3	0.9	-6	-9	12
C[C@H](CO)N1C[C@H](C)[C@@H](CN(C)CC2CCCCC2)Oc2c(NS(=O)(=O)c3cn(C)cn3)cccc2C1=O	-4	0	-8	1	-16	0.2	-11	-2	10
CCCc1nn2c(=O)cc(O)nc2s1	-1	1	-13	-2	4	-0.1	-3	-9	11
FC(F)(F)c1cc(-c2ccccc2)nc2nc(N3CCOCC3)sc12	-3	0	3	-15	-13	-0.6	4	-6	0
CC(C)OC(=O)c1ccc(N)cc1	-7	0	-12	6	-2	-0.3	1	-1	11
CN(C)c1ncnc2c1ncn2[C@H]1CN(Cc2ccncc2)C[C@@H](CO)O1	-1	1	-4	5	-14	0.3	/	/	2
COc1cccc(CNC(=O)C2CCC(CNc3nc(=S)[nH]c4ccccc34)CC2)c1 (stereo not given)	-3	0	21	7	3	0.1	10	-13	-7
O=[N+]([O-])c1cc2c(cc1/C=N/n1c(-c3ccccn3)n[nH]c1=S)OCO2	-7	0	-9	0	-7	0.5	-2	-7	-1
Cc1cc(C)c2sc(N(CCCN(C)C)C(=O)c3ccc(S(=O)(=O)N(C)Cc4ccccc4)cc3)nc2c1	-5	9	7	-4	2	2.6	-32	-10	-1
CCC(C)c1ccc(NC(=S)Nc2ccc(OC)cc2C)cc1 (stereo not given)	-8	1	-4	-14	2	-0.1	-3	-4	-5
Cc1ccc(C(=O)O)cc1NC(=S)NC(=O)c1ccc([N+](=O)[O-])c(C)c1	-2	2	-4	-7	-20	0.7	-9	12	10
C[N+]1(CC#CC(O)(c2ccccc2)c2ccccc2)CCCC1	-11	0	100*	99*	-5	1.6	-12	-2	-26
COc1ccc(OCC(=O)Nc2ccc(S(=O)(=O)Nc3cc(C)on3)cc2)cc1	-2	0	1	-8	-9	0.4	21	-10	0
CCc1ccc(NC(=O)N(Cc2cccnc2)Cc2ccco2)cc1	-3	0	-3	13	1	0.1	-23	-1	1
CCC(C)C(NC(N)=O)C(=O)Nc1ccc(S(=O)(=O)Nc2ccc(OC)cc2)cc1 (stereo not given)	-7	1	-4	-3	-10	0.3	-3	-1	10
NC(=O)CSc1nnc(Cn2c(=O)sc3ccccc32)n1-c1cccc(Cl)c1	-4	1	10	-1	-4	0.3	-8	2	-4
O=c1oc2ccccc2n1CCn1c2ccccc2c2nc3ccccc3nc21	-3	1	3	17	-2	0.6	-18	-17	-2
Cc1sc(N)c(C(=O)c2ccccc2Cl)c1C	-11	1	-7	-1	-5	0.6	-5	-23	9
O=C(CCc1ccccc1)Nc1cccnc1Cl	-5	0	-8	7	-8	0.2	-5	0	5
CC1=C(C(=O)OC(C)C)C(c2ccsc2)NC(=O)N1C (stereo not given)	-4	1	-5	3	-38	0.5	0	-1	12
O=C(CSc1ncnc2c1cnn2Cc1ccccc1)Nc1ccc2c(c1)OCCO2	-3	1	-1	-4	-2	0.3	-5	-3	3
c1ccc2c(c1)ccn2CCCN1CCCCC1	2	1	-8	-5	5	2.7	/	/	8
COc1ccccc1CCN=C(N)NS(=O)(=O)c1ccc(F)cc1	-5	2	-4	5	4	-0.1	12	-10	10
CCOC(=O)C1(Cc2cccc(F)c2)CCN(Cc2cnc(C)s2)CC1	-11	2	-5	2	1	1.0	-24	-6	7
COC(=O)c1ccccc1NC(=O)c1cccs1	-3	0	-1	-10	-8	-0.1	-7	-10	3
O=C(CCC(=O)OCc1ccc(Cl)cc1)Nc1cccc([N+](=O)[O-])c1	-2	1	8	-8	2	0.9	-2	-5	1
c1ccc2[nH]c(-c3ccnc4ccccc34)nc2c1	0&0	12&18	16&0	5&11	17&0	4.5&3.5	-20&-25	-8&-7	-5&3
Cc1ccc(OCCOCCN2CCN(C)CC2)c([N+](=O)[O-])c1	-9	1	-3	-6	-7	0.5	-14	0	10
N#CCCN(C(=O)CSc1ncccn1)c1ccc2c(c1)OCCO2	-2	2	8	-4	0	0.2	-13	4	0
O=C(CSc1nnnn1-c1ccc(F)cc1)NNC(=O)c1ccco1	-1	1	-10	1	-19	2.0	-10	-1	5
COc1ccc(OCC(=O)Nc2cccc3ncccc23)cc1	0	2	18	-14	26*	3.5	-11	-5	-10
O=C(N/N=C/c1ccccn1)c1ccc(S(=O)(=O)N2CCCCCC2)cc1	-7	3	4	15	10	0.7	-5	-7	-7
CCOC(=O)C(C(=O)OCC)C(Nc1ccccc1)c1ccccc1 (stereo not given)	-6	1	-1	-2	-1	0.0	0	-12	3
CCOc1ccc(NC(=O)CCNC(=O)Cn2ccc3ccccc3c2=O)cc1	-7	0	-9	7	-2	-1.0	-9	1	12
CN=C1SC(C(=O)Nc2ccccc2Cl)CC(=O)N1c1ccc(OC(F)(F)Cl)cc1 (stereo not given)	-3	2	-3	5	-6	0.4	-8	-3	5
Cc1ccc(NC(=O)c2ccc(N3C(=O)C4CC=C(Cl)CC4C3=O)cc2)cc1 (stereo not given)	-2	29	-5	14	6	8.0	-6	-8	-13
CC1CCCCC1NC(=O)C1CCN(S(=O)(=O)c2ccc3c(c2)CCC(=O)N3)CC1 (stereo not given)	-8	0	-6	4	11	0.4	-10	3	8
Cc1cc(N/N=C/c2ccccc2F)nc(NCc2ccccc2)n1	-3	0	-8	2	-6	-0.1	-15	-4	4
CC1CCCCN1S(=O)(=O)c1ccc2c(c1)CCN2C(=O)C1CC1 (stereo not given)	-1	1	-6	4	1	2.0	-12	-10	7
O=C(NCC1(c2ccccc2)CCCC1)C(=O)NCC1(c2ccccc2)CCCC1	-5	0	-8	-4	-6	0.2	/	/	9
N#Cc1ccc(NC(=O)COC(=O)c2cccnc2Cl)cc1	-1	2	9	8	5	0.5	0	-6	3
O=C(CN1C(=O)CCS(=O)(=O)c2ccccc21)NCCc1ccccc1	-3	1	-6	4	-20	0.1	-3	-1	4
Cc1ccc(-n2cccc2/C=C2/C(=N)N3C(=NC2=O)SN=C3S(C)(=O)=O)cc1	-3	1	-9	11	-3	0.6	-16	-5	7
COc1ccc(N2CCN(CC(=O)NC(C)c3ccccc3)CC2)cc1 (stereo not given)	0	0	-11	-3	-5	0.1	0	-8	8
COc1ccc(OC)c(C(O)c2ncc(-c3ccc(C(F)(F)F)cc3)[nH]2)c1 (stereo not given)	-3	8	-6	-19	-9	2.5	/	/	3
O=C(CN1C(=O)CSC1=O)Nc1ccccc1N1CCOCC1	-2	1	-7	-4	-7	-0.1	4	-11	3
Fc1ccc2c(c1)/C(=N/Nc1ccccn1)CCS2	-6	0	-9	3	-9	1.0	-10	-17	7
Cc1ccc(N=Nc2ccc(O)c3ncccc23)cc1C	-6	1	-10	0	-12	0.2	9	-6	14
CC(C)CCN(C(=O)CNC(=O)c1ccco1)C(C(=O)NC1CCCCC1)c1cccnc1 (stereo not given)	0	1	-13	-1	8	0.0	-19	-8	4
O=C(CCCCn1c(=O)c2ccccc2n(CC(=O)Nc2ccc(F)cc2)c1=O)NCc1ccco1	-8	2	-19	-23	0	-0.2	-22	-1	-5
CC(=O)Nc1ccc(/C=C/c2nc3ccccc3[nH]c2=O)cc1	-2	2	-11	-13	-13	0.8	-8	1	4
CN(C)S(=O)(=O)c1ccc2oc(SCC(=O)Nc3ccccc3F)nc2c1	-1	1	-17	3	-6	1.8	-5	-2	11
CCOc1ccc(-c2c(C(=O)N/N=C/C3CCCCC3)nnn2-c2nonc2N)cc1	-1	4	1	-6	-6	0.2	-15	-4	7
COc1ccc(C2C(C(=O)NCc3ccco3)CCC(=O)N2c2ccc(OC)cc2)cc1 (stereo not given)	0	0	-2	-5	6	0.1	-12	-17	7

A portion taken from the entries so far, as a working copy:
SMILES	M1 ag	M4 ag	CHRM1 antagonist	M4 antag	CHO-K1 Ca antag	M1 ag parental	CHO parental Ca	OXTR potentiate	M1 PAM
CN=C1SC(C(=O)Nc2ccccc2Cl)CC(=O)N1c1ccc(OC(F)(F)Cl)cc1 (stereo not given)	-3	2	-3	5	-6	0.4	-8	-3	5
Cc1ccc(NC(=O)c2ccc(N3C(=O)C4CC=C(Cl)CC4C3=O)cc2)cc1 (stereo not given)	-2	29	-5	14	6	8.0	-6	-8	-13
CC1CCCCC1NC(=O)C1CCN(S(=O)(=O)c2ccc3c(c2)CCC(=O)N3)CC1 (stereo not given)	-8	0	-6	4	11	0.4	-10	3	8

Later entries.
SMILES	M1 ag	M4 ag	CHRM1 antagonist	M4 antag	CHO-K1 Ca antag	M1 ag parental	CHO parental Ca	OXTR potentiate	M1 PAM
Oc1c(CN2CCOCC2)cc(CN2CCOCC2)cc1CN1CCOCC1	-2	0	2	-8	-4	1.2	/	/	1
CCOc1ccc(C(=O)N[C@H](C(=O)Nc2ccccc2OC)C(C)C)cc1	-8	1	-7	-5	-13	-0.6	-24	2	4
O=C(COC(=O)/C=C/c1ccc(Br)o1)NC1CCCCC1	-2	1	-2	2	0	0.4	-14	-2	2
COc1cc(OC)cc(C(=O)N2CCN(Cc3ccccc3Br)CC2)c1	-4	1	1	8	-18	1.1	-12	-2	2
CCC(=O)Nc1cc2c3c(c1)CCC(=O)N3CCC2	-1	0	-8	-15	-10	0.8	-2	-7	3
Cc1c(NC(=O)Nc2ccccc2)c(=O)n(-c2ccccc2)n1C	-4	0	15	1	-9	0.3	/	/	-6
O=C(COC(=O)C12CC3CC(CC(O)(C3)C1)C2)Nc1cccc(Br)c1	2	12	-1	10	-7	6.1	/	/	3
COC(=O)c1sc(N(C)C)c(C#N)c1-c1ccccc1	-6	-2	-7	11	7	0.0	-2	-12	3
COc1ccccc1CNC(=O)C(NC(=O)C1CCCCC1)C(C)C (stereo not given)	-3	0	-3	0	-9	0.0	-13	-6	3
Cc1ccc(S(=O)(=O)N(CC(=O)Nc2ccc(C)cc2C)C(=O)N2CCN(C)CC2)cc1	-5	0	4	1	-14	1.2	-6	-1	-1
CC(C)c1ccc(CNC(=O)C2CC(=O)N(C3CCCCC3)C2)cc1 (stereo not given)	-2	2	7	12	1	1.7	-24	0	0
O=C(/C=C/c1ccccc1)NC(=S)Nc1ccc(CN2CCOCC2)cc1	-7	10	10	-1	-3	6.3	-15	-15	-22
